# PLK1 PBD block – blocks phosphopeptide binding to human PLK1 polo-box domain | P53350 | Plk1 PBD binding of FITC phosphopeptide, fluorescence polarization | Potency, µM, inactives show max response, negative = inhibition, hits mostly inhibitors | 2.8% of 360,000 active; note: potency is the fitted concentration of half-maximal effect; series mostly up to about 57 µM; % is set by controls: 0 for no effect and ±100 for the full control effect; nearly all actives have a fitted effect of over 65% in size
# EPAC2 antag – blocks human EPAC2 exchange factor. EPAC2 GEF exchange of Rap1B-BODIPY-GDP, fluorescence. 0.18% of 360,000 active. Potency, µM (series often up to 114 µM), without a hit: top-dose activity, negative = inhibition, usual class: inhibitors. Q8WZA2. AID 720708; note: potency is the fitted concentration of half-maximal effect; % is set by controls: 0 for no effect and ±100 for the full control effect; nearly all actives have a fitted effect of over 45% in size; many of its hits are not listed in these tables
# EPAC1 ag – EPAC1 (human) agonism | 0.073% of 360,000 active | O95398 | Potency, µM (highest dose often 154 µM), for inactives: at the top dose activation, hits mostly activators | EPAC1 agonist qHTS, biochemical assay; response scale: 100% = response to 6.5 mM cAMP; note: potency is the fitted concentration of half-maximal effect; nearly all actives have a fitted effect of over 60% in size
# Target sequence (O95398 whole entry, looked up): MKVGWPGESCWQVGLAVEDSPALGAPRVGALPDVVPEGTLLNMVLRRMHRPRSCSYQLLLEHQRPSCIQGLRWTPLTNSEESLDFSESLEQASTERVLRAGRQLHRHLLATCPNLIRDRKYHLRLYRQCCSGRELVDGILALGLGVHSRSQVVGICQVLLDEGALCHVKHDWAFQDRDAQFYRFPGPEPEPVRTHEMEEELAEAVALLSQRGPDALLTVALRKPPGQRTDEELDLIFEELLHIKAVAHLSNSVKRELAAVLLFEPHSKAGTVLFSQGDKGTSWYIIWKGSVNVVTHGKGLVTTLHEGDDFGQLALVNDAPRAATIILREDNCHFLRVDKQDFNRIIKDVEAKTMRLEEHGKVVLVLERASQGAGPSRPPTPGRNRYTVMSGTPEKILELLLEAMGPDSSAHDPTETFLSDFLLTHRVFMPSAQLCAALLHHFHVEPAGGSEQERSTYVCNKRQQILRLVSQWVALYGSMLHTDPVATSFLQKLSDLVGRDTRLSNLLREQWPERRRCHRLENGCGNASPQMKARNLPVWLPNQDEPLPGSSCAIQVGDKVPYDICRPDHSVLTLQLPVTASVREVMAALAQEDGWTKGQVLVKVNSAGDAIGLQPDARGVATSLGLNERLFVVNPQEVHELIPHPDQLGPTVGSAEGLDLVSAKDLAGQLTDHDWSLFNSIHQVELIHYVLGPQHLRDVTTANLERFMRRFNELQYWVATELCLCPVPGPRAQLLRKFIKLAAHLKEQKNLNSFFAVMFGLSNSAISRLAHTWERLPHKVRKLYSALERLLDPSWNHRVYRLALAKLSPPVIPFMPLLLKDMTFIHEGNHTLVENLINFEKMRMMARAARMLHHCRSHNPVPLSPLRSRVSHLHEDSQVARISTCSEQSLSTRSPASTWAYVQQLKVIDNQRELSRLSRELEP
#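 Fluorescent GDP-exchange assay: 100 nM EPAC1 with 250 nM Rap1B preloaded with BODIPY-GDP and 50 uM GDP; compounds tested as concentration series, 5 min at room temperature, then read every 5 min for 30 min (ex 480/em 540 nm); normalized to 6.5 mM cAMP.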
# WRN helicase inh – inhibitors of human WRN helicase | Potency, µM (highest dose often 114 µM), inactives show at the highest dose activity change, negative = inhibition, actives largely listed as inhibitors | 0.46% of 360,000 active | Q14191 | WRN helicase unwinding, fluorescent forked duplex, kinetic; note: potency is the fitted concentration of half-maximal effect; % is set by controls: 0 for no effect and ±100 for the full control effect; nearly all actives have a fitted effect of over 55% in size
#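 Kinetic fluorescence helicase assay: unwinding of a quenched forked DNA duplex (100 nM final) with 2 mM ATP final raises red fluorescence (525/598 nm). Compounds sat 15 min at room temperature with 20 nM WRN beforehand.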
# PI5P4Ka inh – inhibitors of human PI5P4K alpha. max response, %. AID 652105. P48426. 1.2% of 330,000 active. PI5P4Kalpha enzyme, ADP-Glo luminescence, 60 min; stronger effect = lower value; active = max response of -50% or lower; inconclusive = between -30% and -50%; inactive = -30% or higher; note: value at the top dose of about 77 µM; % is set by controls: 0 for no effect and ±100 for the full control effect
#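 Compounds were pin-transferred onto PI5P4Kalpha and substrate in HEPES pH 7.4 buffer with EGTA, CHAPS and 5% DMSO. ATP (5 microM final) started the reaction, which ran 60 minutes at room temperature before ADP-Glo detection.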
# CCT chaperon mod – cytosolic chaperonin activity modulation; activity change, % (concentration not given with the values), hits read low; 0.3% of 360,000 active; AID 651819; purified chaperonin ATPase assay, HTRF ADP detection, 30 min; in the data active = activity change below about -30%; note: % is set by controls: 0 for no effect and ±100 for the full control effect
#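 ATPase activity: ADP formed was measured by HTRF Transcreener (665/615 nm ratio) after 30 min at 37 deg C with 10 uM ATP. Compounds screened at one 76 uM concentration against 40 or 20 nM TRiC in Tris pH 7.4/KCl/MgCl2/DTT buffer.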
# EPAC1 antag – EPAC1 (human) antagonism | O95398 | EPAC1 GEF assay, Rap1b-BODIPY-GDP exchange fluorescence | Potency, µM (series often up to 115 µM), without a hit: top-dose activity change, negative = inhibition, hits mostly inhibitors | 0.14% of 360,000 active | AID 720709;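 note: potency is the fitted concentration of half-maximal effect; plate controls were vehicle for no effect and positive control for full effect; nearly all actives have a fitted effect of over 50% in size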
# MmCpn inh – M. maripaludis TRiC chaperonin inhibition; 0.031% of 330,000 active; purified Mm-Cpn ATPase, ADP Transcreener TR-FRET; Potency, µM (top dose mostly 76.9 µM), for the others: at the highest dose activity, negative = inhibition, usual class: inhibitors; note: potency is the fitted concentration of half-maximal effect; % is set by controls: 0 for no effect and ±100 for the full control effect; nearly all actives have a fitted effect of over 80% in size
#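 Compound-treated chaperonin, 25 nM final, turns over 10 uM ATP at 37°C for 30 min following a 10 min preincubation; ADP generated competes with ADP-d2 for Eu-cryptate antibody, lowering FRET.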
# Numbers without * were called inactive; u = inconclusive; x = no result given; & = joins results of further samples. Unless noted, calls come from the whole dose curve; as a rule, active = well fitted curve in the direction sought with a large enough effect; inconclusive = small, poorly fitted or top-dose-only effect, or another doubt; inactive = no such curve, though single readings can be large; an effect the other way counts as inactive or inconclusive. An excerpt; the hit share may differ from the screen's.
SMILES,PLK1 PBD block,EPAC2 antag,EPAC1 ag,WRN helicase inh,PI5P4Ka inh,CCT chaperon mod,EPAC1 antag,MmCpn inh
COc1ccc(C(=O)CSc2nnc(CNC(=O)c3ccccc3F)n2C)cc1OC,-12%,-8%,0%,-2%,-1,-2.4,-11%,1%
O=C(Cc1ccc(Cl)cc1)N/N=C/c1c(Cl)cccc1Cl,3%,-1%,-8%,2%,-3,2.2,-15%,1%
CSCC[C@H](NC(=O)c1cccc(S(=O)(=O)N2CCN(C)CC2)c1)c1nc2ccccc2[nH]1,1%,13%,-7%,0%,-4,1.9,9%,0%
CC(=C/c1ccco1)/C=N/NC(=O)c1ccncc1,1%,-3%,1%,-4%,2,-1.7,13%,-1%
Cc1ccc(C(=O)Nc2c(C)cc(C)c3cccnc23)cc1,2%,-7%,-7%,-6%,3,0.2,-3%,-5%
COc1cc(C2C(C#N)=C(N)OC3=C2C(=O)CC(C)(C)C3)cc2c1OCO2 (stereo not drawn),-12%,-1%,2%,u,-59*,2.0,-28%,x
Cc1c(C(=O)c2ccccc2C(=O)O)sc2ccccc12,-21%,-6%,-10%,10%,-12,1.1,-26%,u
C=CCN(CC=C)c1cnn(-c2nc3ccccc3[nH]2)c(=O)c1Cl,-4%,2%,-7%,-2%,x,-0.7,-2%,0%
O=C(CNC(=O)c1ccco1)OCc1ccccc1F,-11%,-21%,2%,7%,-1,-3.2,0%,-2%
O=S(=O)(Nc1cccc(Cl)c1)c1cccc(-n2cnnn2)c1,2%,-4%,0%,-22%,1,1.7,-1%,2%
Cc1cn(C2CCCCO2)c(=O)nc1NO (stereo not drawn),-3%,-1%,4%,-27%,2,3.1,-13%,x
CCc1c(C(=O)Nc2ccncc2)csc1C,-1%,0%,2%,-9%,x,0.9,-1%,-1%
O=C(NCCc1cn2ccccc2n1)c1ccccc1F,-5%,5%,3%,-4%,7,1.2,9%,1%
Cc1ccc(N/C(CSC(N)=O)=N\S(=O)(=O)c2ccc(C)cc2)cc1,-7%,-5%,10%,3%,1,1.0,4%,0%
COc1cccc(-c2nc(N3CCN(c4ccccc4)CC3)c3ccccc3n2)c1O,-5%,u,-2%,-6%,-4,1.4,-14%,-1%
Cc1cc(C(=O)Nc2c(F)cc(F)cc2Br)c(C)o1,-21%,-1%,6%,8%,x,-3.0,-1%,1%
CC(=O)c1ccc(N(C(=O)Cn2nnc3ccccc32)C(C(=O)NC2CCCCC2)c2cn(C)nc2C)cc1 (stereo not drawn),-13%,2%,-6%,6%,5,0.3,4%,-3%
O=C(NNC(=O)c1ccncc1)Nc1cccc([N+](=O)[O-])c1,3%,-3%,-11%,6%,3,-1.1,6%,1%
COc1ccc(C(=O)OCC(=O)c2ccc(CNC(C)=O)s2)cc1,-11%,-3%,10%,-1%,-20,-2.9,-2%,1%
CN(C(=O)CSc1nc2ccccc2[nH]1)C1CCS(=O)(=O)C1 (stereo not drawn),0%,0%,-2%,6%,3,0.2,18%,-4%
C=CCn1c(SCc2csc(C)n2)nc2sc3c(c2c1=O)CCCCC3,-5%,15%,0%,-11%,x,-5.7,-4%,-1%
O=C(Nc1cc(F)ccc1F)c1ccc2c(=O)n3c(nc2c1)CCC3,-10%,-3%,18%,4%,-15,-0.9,-5%,x
COC(=O)c1ccc(NC(=O)CCN2CCCCC2)cc1,-7%&-13%,6%&7%,18%&12%,0%&0%,7&-2,-3.0&-3.3,-9%&-3%,-1%&0%
CC1CC(=Cc2ccc(N)cc2)C(=O)O1 (stereo not drawn),0%,3%,-7%,7%,0,-2.3,-12%,x
O=C(c1ccco1)N1CCN(c2ncnc3sc4c(c23)CCC4)CC1,-20%,-15%,-5%,-20%,-27,0.5,-17%,0%

# Following part:
SMILES,PLK1 PBD block,EPAC2 antag,EPAC1 ag,WRN helicase inh,PI5P4Ka inh,CCT chaperon mod,EPAC1 antag,MmCpn inh
CCN(CC)S(=O)(=O)c1ccc(C(=O)NCCOC(=O)c2ccc(F)cc2F)cc1,-9%,-7%,-6%,-5%,0,-0.2,-19%,-14%
CNC(=O)c1cc2c(-c3ccccc3)nn(C)c2s1,-16%,-3%,8%,-14%,0,-1.7,-20%,-1%
C=CCn1c(SCC(=O)Nc2ccccc2)nnc1-c1cccc(S(=O)(=O)N2CCOCC2)c1,-4%,6%,-4%,1%,-9,-1.6,0%,2%
O=C(C1=COCCO1)N1CCN(S(=O)(=O)c2cccc(F)c2)CC1,9%,-4%,20%,-3%,-3,-1.1,7%,1%
CC12CCC(=O)N1C(C(=O)NNC(=O)c1ccccc1Cl)CS2 (stereo not drawn),-6%,-13%,-3%,-10%,-3,0.5,-20%,0%
COc1ccc(NC2c3ccccc3C(=O)N2c2ccccn2)cc1 (stereo not drawn),-4%,u,9%,-9%,-2,-2.1,-1%,2%
Cc1ccc(N(Cc2cc3ccc(C)cc3[nH]c2=O)C(=O)c2ccco2)c(C)c1,u,2%,-3%,1%,-11,-29,-10%,3%
CCOc1ccc(S(=O)(=O)Nc2ccccc2C(=O)N2CCCC2)cc1,-6%,-6%,-2%,-19%,-1,-0.2,0%,1%
COc1ccc(OC)c(-c2csc(NC(=O)COC(=O)C3(C)CC3(Cl)Cl)n2)c1 (stereo not drawn),-9%,-14%,13%,-6%,13,0.7,-18%,0%
Cc1ccc(C(=O)N2CCN3C(=O)c4ccccc4C23c2ccccc2)cc1 (stereo not drawn),-13%,3%,-1%,14%,3,-0.6,-1%,-9%
O=C(Nc1ccccc1N1CCCCC1)c1cc(S(=O)(=O)N2CCOCC2)ccc1Cl,3%,-4%,19%,-11%,14,-2.1,-2%,-2%
N#CCSC1=Nc2ccccc2C2=NC(CCC(=O)N3CCN(c4ccccc4)CC3)C(=O)N12 (stereo not drawn),u,-4%,3%,3%,-29,-2.6,-4%,0%
Cc1ccc(C(=O)C2=C(O)C(=O)N(Cc3ccco3)C2c2cccc(Cl)c2)o1 (stereo not drawn),-12%,2%,-9%,-4%,0,-4.3,-4%,-17%
O=C(Nc1nccs1)c1ccc(-c2ccc([N+](=O)[O-])cc2)o1,-5%,11%,6%,u,-18,-1.3,2%,0%
O=C(Cc1cccs1)N1CCN(c2cccc(Cl)c2)CC1,-2%,4%,0%,-23%,u,2.7,-8%,-5%
O=C(NCCCn1ccnc1)C(=O)NCC1OCCN1S(=O)(=O)c1ccc(Cl)cc1 (stereo not drawn),-6%,-1%,5%,-3%,7,-2.1,-11%,0%
Cc1cc(Cn2nnc(-c3ccc(Br)cc3)n2)cc(C)c1O,-3%,2%,9%,8%,27,-0.1,-6%,-1%
O=C(N/N=C/c1ccc(Br)s1)c1ccncc1,-7%,-2%,-1%,0%,-1,-3.5,-1%,-7%
CN=c1c([N+](=O)[O-])nn(-c2ccc3c(c2)OCCO3)n1O,24µM*,7%,4%,-4%,2,-5.4,-25%,-5%
CC(C)C[C@H](NC(=O)N1CCn2c1nc1ccccc12)C(=O)N[C@@H](C(=O)O)c1ccccc1,-1%,8%,-19%,6%,-4,-4.8,-30%,2%
Cc1ccc(N/N=C(\C#N)C(=O)c2ccsc2)cc1,-16%,-3%,-4%,1%,0,0.7,-22%,-2%
COc1cccc(C2=NN(S(C)(=O)=O)C(c3cccs3)C2)c1 (stereo not drawn),3%,-5%,-7%,2%,1,0.7,0%,1%
COc1ccccc1CCn1cnc(Cc2ccccc2)c1C(C)C,-6%,-20%,0%,-4%,1,-0.5,13%,x
Cc1cc(C)c(S(=O)(=O)NCC(c2ccco2)N2CCc3ccccc3C2)c(C)c1 (stereo not drawn),0%,-11%,-5%,-21%,1,-4.0,-15%,-2%

# Printed as active in PI5P4Ka inh (from the list above):
Compound | PLK1 PBD block | EPAC2 antag | WRN helicase inh | PI5P4Ka inh | CCT chaperon mod | EPAC1 antag | MmCpn inh
COc1cc(C2C(C#N)=C(N)OC3=C2C(=O)CC(C)(C)C3)cc2c1OCO2 (stereo not drawn) | -12% | -1% | u | -59* | 2.0 | -28% | x

# A different layout for part of the listing above.
Structure | PLK1 PBD block | EPAC2 antag | EPAC1 ag | WRN helicase inh | PI5P4Ka inh | CCT chaperon mod | EPAC1 antag | MmCpn inh
Cc1ccc(C(=O)N2CCN3C(=O)c4ccccc4C23c2ccccc2)cc1 (stereo not drawn) | -13% | 3% | -1% | 14% | 3 | -0.6 | -1% | -9%
O=C(Nc1ccccc1N1CCCCC1)c1cc(S(=O)(=O)N2CCOCC2)ccc1Cl | 3% | -4% | 19% | -11% | 14 | -2.1 | -2% | -2%
N#CCSC1=Nc2ccccc2C2=NC(CCC(=O)N3CCN(c4ccccc4)CC3)C(=O)N12 (stereo not drawn) | u | -4% | 3% | 3% | -29 | -2.6 | -4% | 0%
Cc1ccc(C(=O)C2=C(O)C(=O)N(Cc3ccco3)C2c2cccc(Cl)c2)o1 (stereo not drawn) | -12% | 2% | -9% | -4% | 0 | -4.3 | -4% | -17%
O=C(Nc1nccs1)c1ccc(-c2ccc([N+](=O)[O-])cc2)o1 | -5% | 11% | 6% | u | -18 | -1.3 | 2% | 0%
O=C(Cc1cccs1)N1CCN(c2cccc(Cl)c2)CC1 | -2% | 4% | 0% | -23% | u | 2.7 | -8% | -5%
O=C(NCCCn1ccnc1)C(=O)NCC1OCCN1S(=O)(=O)c1ccc(Cl)cc1 (stereo not drawn) | -6% | -1% | 5% | -3% | 7 | -2.1 | -11% | 0%
Cc1cc(Cn2nnc(-c3ccc(Br)cc3)n2)cc(C)c1O | -3% | 2% | 9% | 8% | 27 | -0.1 | -6% | -1%
O=C(N/N=C/c1ccc(Br)s1)c1ccncc1 | -7% | -2% | -1% | 0% | -1 | -3.5 | -1% | -7%
CN=c1c([N+](=O)[O-])nn(-c2ccc3c(c2)OCCO3)n1O | 24µM* | 7% | 4% | -4% | 2 | -5.4 | -25% | -5%
CC(C)C[C@H](NC(=O)N1CCn2c1nc1ccccc12)C(=O)N[C@@H](C(=O)O)c1ccccc1 | -1% | 8% | -19% | 6% | -4 | -4.8 | -30% | 2%
